Assay outcomes (PubChem)
ERAP1 inh: human ERAP1 aminopeptidase inhibitors, primary screen, biochemical, single point, plate reader | inhibition, % at 10.7 µM | hit rate 0.15% among 340,000 | Endoplasmic reticulum aminopeptidase 1 (Homo sapiens), Q9NZ08 | recombinant ERAP1, Leu-AMC fluorescence, 60 min | AID 652197, 2013;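 active = mean replicate inhibition of at least 30%, or all replicates individually reaching that 30% level; inactive = mean below 30% and not every replicate reaching it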;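 note: 0% = neutral control wells and 100% = L-leucinethiol positive control wells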
F508del corr: F508del CFTR correction, initial screen, CFBE line, single point. activity (quench increase), % at 7.58 µM. CFBE cells, YFP halide quenching; stimulated with forskolin plus potentiator P3; % fluorescence drop versus neutral controls. AID 720511, 2013. hit rate 0.36% among 350,000;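 active = mean added fluorescence quench of at least 8% versus neutral control, with both replicates also reaching 8%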;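 note: cells transiently co-express mutant CFTR-F508del with the halide-sensitive YFP; corrector assay measuring rescue of mutant channel to the surface after 24 h compound exposure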
INS-1E GSIS act: GLuc luminescence reporter in INS-1E cells, primary screen for activators of glucose-dependent secretion of insulin; activation, % at 16.6 µM; INS-1E GLuc reporter insulin secretion, 2-3 h; AID 743287, 2014; hit rate 0.61% among 370,000;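 active = lowest replicate activation of at least 40%, so every replicate reaches that level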;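 note: 0% = median of neutral control wells and 100% = median of IBMX positive control wells; some compounds called inactive have numbers as strong as hits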
RAD54 inh: inhibitors of human RAD54 branch migration, primary screen, biochemical, fluorescence, single point | DNA repair and recombination protein RAD54-like (Homo sapiens), Q92698 | RAD54 Holliday junction branch migration, FAM/BHQ fluorescence | inhibition, % at 10.4 µM | hit rate 0.14% among 360,000 | AID 602329, 2012;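 active = mean normalized replicate activity at least 40 and at least half of replicates scoring 40 or more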;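 note: 0% = median of neutral control wells and 100% = median of positive control wells; inhibitors cause a drop in the FAM fluorescence signal; in these data hits start at about 50%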
XiGFP reactiv: activators of inactive X chromosome reactivation, primary screen, imaging, XiGFP fibroblasts, GFP high-content imaging, set 2 | AID 743238, 2013 | activation, % at 7.58 µM | XiGFP mouse fibroblasts, % GFP-positive cells imaging, 3 d; cells co-treated with 5-aza-dC sensitizer; scaled so ellipticine positive control = 100% | hit rate 0.055% among 360,000;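 active = mean normalized replicate activation at least 10% and every replicate at or above 10%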;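 note: 0% = median of on-plate neutral control wells and 100% = ellipticine 6 µM median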
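assay system = SV40-immortalized XiGFP fibroblast cells, line 68-5-11 | buffer or medium = DMEM plus 5-aza-dC sensitizer | doses = single-point pinned compound dosing | times = 3-day compound exposure, then 15 min fixation at room temperature | benchmarks = positive control ellipticine, 6 µM final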
RAD52 anneal inh: RAD52 DNA annealing inhibitors, primary screen, biochemical, FRET, single point, set 2 | recombinant RAD52 DNA annealing, FRET fluorescence | DNA repair protein RAD52 homolog (Homo sapiens), P43351 | hit rate 0.46% among 360,000 | inhibition, % at 18.7 µM;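 active = every replicate showing at least 50% inhibition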
Target sequence (P43351 whole entry, looked up): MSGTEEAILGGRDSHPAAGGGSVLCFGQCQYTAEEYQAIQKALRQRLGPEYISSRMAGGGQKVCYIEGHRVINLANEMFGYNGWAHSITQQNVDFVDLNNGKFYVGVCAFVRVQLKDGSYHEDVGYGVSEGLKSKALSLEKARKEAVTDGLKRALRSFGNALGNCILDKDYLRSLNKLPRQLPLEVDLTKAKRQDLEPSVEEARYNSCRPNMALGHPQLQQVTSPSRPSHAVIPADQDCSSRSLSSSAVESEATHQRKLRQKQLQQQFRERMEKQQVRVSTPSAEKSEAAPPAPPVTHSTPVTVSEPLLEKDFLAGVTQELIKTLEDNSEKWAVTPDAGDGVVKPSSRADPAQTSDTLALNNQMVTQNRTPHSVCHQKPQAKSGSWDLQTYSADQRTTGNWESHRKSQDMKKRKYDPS
ARNT-TACC3 inh: disruptors of ARNT/TACC3 protein interaction, primary screen, biochemical, AlphaScreen, single concentration; inhibition, % at 9.99 µM; Transforming acidic coiled-coil-containing protein 3 (Homo sapiens), Q9Y6A5; hit rate 0.66% among 390,000; AID 623870, 2012; AlphaScreen His-ARNT PAS-B/GST-TACC3 binding, luminescence; TACC3 fragment carries E629A point mutation;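 active = mean inhibition of replicates at least 50% and at least half of replicates each reaching 50%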;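 note: 0% = complete ARNT plus TACC3 wells and 100% = ARNT alone without TACC3; many hits fall short of the cut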
esBAF inh: Bmi1 luciferase reporter increase in mESCs, primary screen, esBAF inhibitor project, mouse ES cells, Bmi1 luciferase knock-in, single point. 24 h; 100% = twice the neutral-well signal. reporter increase, % at 12.5 µM. hit rate 2% among 350,000. AID 602393, 2012; in the data active = activation above about 40%;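 note: 0% = median of the plate's neutral control wells and 100% = double that signal; a rise in the Bmi1 reporter signal indicates esBAF inhibition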
Starred values were filed as active, the others as inactive; · = not tested or not shown. Compounds as they come; 3.3% or so of the library scored in one or more.

SMILES	ERAP1 inh	F508del corr	INS-1E GSIS act	RAD54 inh	XiGFP reactiv	RAD52 anneal inh	ARNT-TACC3 inh	esBAF inh
CC1CCCCC1NC(=O)CCS(=O)(=O)c1ccc(Cl)cc1 (stereo not given)	0	0.5	14	-2	-0.1	-5	-5	-5
COc1ccc(S(=O)(=O)N(C)C[C@@H]2Oc3ccc(NS(=O)(=O)c4cn(C)cn4)cc3CC(=O)N([C@H](C)CO)C[C@@H]2C)cc1	0	-3.4	7	-1	-1.0	-8	·	5
C[C@H](CO)N1C[C@H](C)[C@@H](CN(C)S(=O)(=O)c2ccccc2)Oc2ncc(/C=C/c3ccccc3)cc2C1=O	-3	-0.7	-3	2	0.1	19	1	7
CC(=O)N1CCOc2ccc(S(=O)(=O)Nc3ncccc3C)cc21	-2	-1.2	-4	-15	0.0	-12	-7	2
Cn1c(SCc2ccccc2C#N)nnc1-c1ccncc1	-2	-4.2	-4	-10	0.2	-11	-6	1
O=C(OCCN1C(=O)c2ccccc2C1=O)c1cc(S(=O)(=O)N2CCOCC2)ccc1Cl	·	·	0	4	·	·	0	2
O=C(NCCNc1cc(Cl)ccc1[N+](=O)[O-])c1ccco1	4	-1.5	10	-9	-0.1	-8	1	·
Cc1cccc(-c2ccc([C@@H]3[C@H]4CN(C(=O)NC5CCCCC5)CC(=O)N4[C@H]3CO)cc2)c1	1	-2.3	-19	·	0.0	-4	·	·
CCOC(=O)/C(C#N)=C/c1cc(C)n(-c2ccc(C)cc2)c1C	3	·	-16	9	·	-7	2	17
Cn1c(N)c(C(C[N+](=O)[O-])c2ccccc2Cl)c(=O)n(C)c1=O (stereo not given)	-1	-1.3	·	-1	0.0	3	-5	·
CS(=O)(=O)Nc1ccc2c(c1)[C@@H]1C[C@H](CC(=O)NCc3cccc(F)c3)O[C@H](CO)[C@@H]1O2	1	-0.4	6	1	0.1	0	-13	-3
Cc1nnc(NC(=O)c2ccc(-c3ccc(Cl)cc3)o2)s1	-2	1.6	11	-3	0.0	-4	-4	16
O=c1c(-c2cccs2)nc2ccccc2n1C(c1ccccn1)c1nc2ccccc2[nH]1 (stereo not given)	·	1.1	1	·	0.1	-13	·	·
COc1ccc(OC)c(NC(=O)CN(C)CCOc2ccc(Br)cc2)c1	10	-0.4	-27	-5	0.1	-16	6	-2
COc1ccc(C(CNS(=O)(=O)c2ccc(NC(C)=O)c(OC)c2)N2CCCCC2)cc1 (stereo not given)	-2	-3.1	-3	12	0.2	1	-1	-2
Cc1ccc(NC(=O)CSc2nc(=O)n(CCCN(C)C)c3c2CCC3)c(C)c1	-10	-0.8	1	2	0.0	-5	-1	-2
O=C(NCc1ccncc1)c1cccc(S(=O)(=O)Nc2ccc(F)cc2)c1	-2	0.6	-2	2	0.0	3	-2	-1
CCc1cc2c(=O)c(-c3ccc4c(c3)OCCO4)coc2c(CN2CCCCC2C)c1O (stereo not given)	-3	-1.5	0	-4	0.3	-18	-8	-7
C[C@@H]1CN([C@@H](C)CO)C(=O)Cc2cc(NC(=O)Nc3ccccc3)ccc2O[C@@H]1CN(C)Cc1ccc(-c2ccccc2)cc1	-2	-0.9	-12	-1	0.5	-9	4	6
Cc1n[nH]c(=O)c2c(NC(=O)COC(=O)c3cccc(OC(F)F)c3)oc(C)c12	-1	-4.7	-12	-4	4.5	0	·	-9
O=C(CCCNC(=O)c1ccc(Cl)cc1)Nc1ccccc1F	0	-1.2	-4	-4	0.0	-11	-5	1
Cc1c(C(=O)c2cccc([N+](=O)[O-])c2)c2ccccn2c1CCC#N	·	·	19	10	0.0	·	2	·
C/C=C/c1cnc2c(c1)C(=O)N([C@H](C)CO)C[C@H](C)[C@@H](CN(C)C(=O)C1CC1)O2	·	3.3	12	·	0.4	·	·	3
CC1(C(=O)Nc2c(F)c(F)c(F)c(F)c2F)CC1(Br)Br (stereo not given)	·	0.4	-4	-7	0.0	-4	-2	-9
COc1ccc(C(O)(CCN2CCCCC2)C2CCCCC2)cc1 (stereo not given)	0	-1.8	0	-19	0.1	-2	-5	-5
O=C(c1cccnc1)N1CC[C@@H]2[C@H](CO)Nc3ccc(C#Cc4cccnc4)cc3[C@@H]21	2	-1.9	-6	-1	0.0	-12	7	-2
O=C(NC1CC1)c1ccc2snnc2c1	3	·	-4	·	0.3	-7	-5	-2
O=C(C[C@H]1CC[C@@H]2[C@H](COC[C@H](O)CN2C(=O)Nc2ccc(F)cc2)O1)NCC1CC1	-1	-3.7	-3	1	0.2	7	2	-5
Cc1ccc(C(=O)OCC(=O)Nc2sc3c(c2C#N)CCC3)cc1	·	·	57	4	0.0	·	12	·
CCCC(=O)OC[C@H]1CN(C2CCCC2)S(=O)(=O)c2c(Oc3ccc(C(C)(C)C)cc3)cccc2O1	-3	-5.8	-6	·	0.2	-4	·	·
C[C@@H]1CN([C@@H](C)CO)C(=O)Cc2cc(NC(=O)Cc3ccccc3)ccc2O[C@@H]1CN(C)C	-2	0.9	18	-10	0.1	2	19	0
O=C(NNC(=O)c1cccc(-n2cccc2)c1)c1ccc(F)cc1	3	-2.2	-6	0	0.1	-48	10	·
C[C@H]1CN([C@@H](C)CO)C(=O)c2cccc(NC(=O)Nc3ccc(C(F)(F)F)cc3)c2O[C@@H]1CN(C)Cc1ccccc1	-5	2.5	-17	-16	0.1	8	8	2
Cn1c2ccc(F)cc2c2ncn(Cc3ccccn3)c(=O)c21	0	0.5	·	·	0.0	-5	1	·
Cc1ccc2c(c1)N(C(=O)CCC(=O)NCc1cccc(Cl)c1)CC(C)O2 (stereo not given)	5	2.8	-48	2	0.1	-6	-4	2
Sc1nnc(-c2ccc(Cl)cc2)n1Cc1ccccc1	3	2.1	-20	3	0.0	-7	·	11
S=c1[nH]nc(CN2CCCC2)n1Cc1ccccc1	4	0.5	12	·	0.0	-9	0	·
O=C(Cc1ccc(S(=O)(=O)N2CCCC2)s1)NC1CCCCCC1	·	·	-10	1	·	·	0	9
COc1ccc(OC)c(C2=NOC(C(=O)Nc3cccc(C(C)=O)c3)C2)c1 (stereo not given)	·	·	0	-7	·	·	5	5
CC1c2nc3ccccc3n2C(CC(=O)NCCCN2CCOCC2)C(=O)N1Cc1ccccc1 (stereo not given)	1	-0.5	10	-5	0.0	1	-3	-5
CC(c1nc2ccccc2[nH]1)n1c(=O)c(-c2cccnc2)nc2ccccc21 (stereo not given)	·	5.2	9	·	0.0	-2	·	·
Cn1c(CCc2ccccc2)n[nH]c1=S	5	2.4	-5	·	0.1	-14	-8	·
COc1cccc(C(=O)NOCc2ccccc2)c1OC	2	3.3	-2	5	0.2	-19	-1	-6
COc1ccccc1CNC(=O)COC(=O)c1ccncc1	5	-1.7	·	13	0.0	-10	-7	4
COCC(=O)N1CCCCN2[C@H](CO)[C@H](c3ccc(-c4ccccc4)cc3)[C@H]2C1	-3	3.4	8	4	0.0	6	-1	·
C[C@@H]1CN([C@H](C)CO)C(=O)c2cccc(NS(C)(=O)=O)c2O[C@H]1CN(C)Cc1ccc2c(c1)OCO2	-2	-1.3	18	-2	0.0	0	28	4
N#CC(C#N)=Cc1ccc(-c2ccc(S(=O)(=O)N=C(N)N)cc2)o1	4	·	22	-10	-0.1	-143	2	·
CS(=O)(=O)N1CC(=O)N2[C@H](C1)[C@H](c1ccc(C#Cc3cccc(F)c3)cc1)[C@@H]2CO	0	3.6	21	·	0.8	-47	·	·
CC(=O)N(C)C[C@H]1Oc2ncc(-c3ccccc3C)cc2C(=O)N([C@@H](C)CO)C[C@H]1C	-4	0.2	31	7	0.4	11	3	2
CCC(=O)Nc1ccc2c(c1)C(=O)N(C)C[C@@H](OC)[C@@H](C)CN(C(=O)C1CC1)[C@H](C)CO2	0	1.4	2	1	-0.4	-5	-4	1

By substructure, the entries above containing fluorine
SMILES	ERAP1 inh	F508del corr	INS-1E GSIS act	RAD54 inh	XiGFP reactiv	RAD52 anneal inh	ARNT-TACC3 inh	esBAF inh
CS(=O)(=O)Nc1ccc2c(c1)[C@@H]1C[C@H](CC(=O)NCc3cccc(F)c3)O[C@H](CO)[C@@H]1O2	1	-0.4	6	1	0.1	0	-13	-3
O=C(NCc1ccncc1)c1cccc(S(=O)(=O)Nc2ccc(F)cc2)c1	-2	0.6	-2	2	0.0	3	-2	-1
Cc1n[nH]c(=O)c2c(NC(=O)COC(=O)c3cccc(OC(F)F)c3)oc(C)c12	-1	-4.7	-12	-4	4.5	0	·	-9
O=C(CCCNC(=O)c1ccc(Cl)cc1)Nc1ccccc1F	0	-1.2	-4	-4	0.0	-11	-5	1
CC1(C(=O)Nc2c(F)c(F)c(F)c(F)c2F)CC1(Br)Br (stereo not given)	·	0.4	-4	-7	0.0	-4	-2	-9
O=C(C[C@H]1CC[C@@H]2[C@H](COC[C@H](O)CN2C(=O)Nc2ccc(F)cc2)O1)NCC1CC1	-1	-3.7	-3	1	0.2	7	2	-5
O=C(NNC(=O)c1cccc(-n2cccc2)c1)c1ccc(F)cc1	3	-2.2	-6	0	0.1	-48	10	·
C[C@H]1CN([C@@H](C)CO)C(=O)c2cccc(NC(=O)Nc3ccc(C(F)(F)F)cc3)c2O[C@@H]1CN(C)Cc1ccccc1	-5	2.5	-17	-16	0.1	8	8	2
Cn1c2ccc(F)cc2c2ncn(Cc3ccccn3)c(=O)c21	0	0.5	·	·	0.0	-5	1	·
CS(=O)(=O)N1CC(=O)N2[C@H](C1)[C@H](c1ccc(C#Cc3cccc(F)c3)cc1)[C@@H]2CO	0	3.6	21	·	0.8	-47	·	·

Random excerpt: 2 entries already listed, in no set order.
SMILES	ERAP1 inh	F508del corr	INS-1E GSIS act	RAD54 inh	XiGFP reactiv	RAD52 anneal inh	ARNT-TACC3 inh	esBAF inh
C[C@@H]1CN([C@H](C)CO)C(=O)c2cccc(NS(C)(=O)=O)c2O[C@H]1CN(C)Cc1ccc2c(c1)OCO2	-2	-1.3	18	-2	0.0	0	28	4
CCC(=O)Nc1ccc2c(c1)C(=O)N(C)C[C@@H](OC)[C@@H](C)CN(C(=O)C1CC1)[C@H](C)CO2	0	1.4	2	1	-0.4	-5	-4	1
